# GDH-TPI inh = counter-screen for M. tuberculosis FBA inhibitors: GDH-TPI coupled enzymes; GDH-TPI coupled enzyme counterscreen, NADH absorbance; inhibition, % at 4.8 µM; hit rate 1.2% among 360,000; in the data active = inhibition above about 30%;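 also: 0% = DMSO wells and 100% = wells lacking the enzyme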
# BH1578 lux ind = quorum light induction in luxS cqsA deficient V. cholerae. hit rate 0.16% among 350,000. V. cholerae BH1578 lux reporter, luminescence, 6 h. activation, % at 18.7 µM; in the data active = activation mostly above about 9.7%, no sharp cut-off; also: not every result past the cut was called active; inactives centre near 0; reference of the scale not given here
# Mtb BioA inh = inhibitors of Mycobacterium tuberculosis BioA enzyme. purified M. tuberculosis BioA enzyme, plate reader. inhibition, % at 9.99 µM. hit rate 0.096% among 360,000. AID 602481; in the data active = inhibition above about 40%
# MazEF act = MazEF (E. coli) toxin RNase activation; activation, % at 20 µM; FAM/BHQ RNA-DNA oligo cleavage fluorescence, 5 h; P0AE70; hit rate 0.32% among 350,000; in the data active = activation above about 50%
# Target sequence (P0AE70 whole entry, looked up): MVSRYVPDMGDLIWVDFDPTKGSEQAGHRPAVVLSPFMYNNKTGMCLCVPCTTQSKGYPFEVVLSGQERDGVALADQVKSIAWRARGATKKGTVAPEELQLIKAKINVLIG
# SSB-PriA inh = K. pneumoniae PriA-SSBct interaction inhibition. hit rate 0.6% among 430,000. inhibition, % at 33 µM. AlphaScreen SSBct-PriA binding, biotinylated peptide. AID 1272365; in the data active = inhibition mostly above about 37%, no sharp cut-off; inactive = mostly below about 20%;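 also: plate controls were negative control peptide for no effect and reference peptide for full effect; strong numbers were not always called active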
# VHR inh abs = DUSP3 (human) phosphatase inhibition | P51452 | recombinant VHR phosphatase, pNPP absorbance | inhibition, % at 13.3 µM | hit rate 0.52% among 290,000 | AID 1654; in the data active = inhibition above about 50%; also: some compounds called inactive have numbers as strong as hits
# Mtb FBA inh = inhibits M. tuberculosis FBA enzyme | P9WQA3 | purified M. tuberculosis FBA, fluorescence read-out | inhibition, % at 1 µM | hit rate 2.3% among 360,000 | AID 588726; in the data active = inhibition above about 27%;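 also: 0% = vehicle and 100% = reference inhibitor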
# Target sequence (P9WQA3 whole entry, looked up): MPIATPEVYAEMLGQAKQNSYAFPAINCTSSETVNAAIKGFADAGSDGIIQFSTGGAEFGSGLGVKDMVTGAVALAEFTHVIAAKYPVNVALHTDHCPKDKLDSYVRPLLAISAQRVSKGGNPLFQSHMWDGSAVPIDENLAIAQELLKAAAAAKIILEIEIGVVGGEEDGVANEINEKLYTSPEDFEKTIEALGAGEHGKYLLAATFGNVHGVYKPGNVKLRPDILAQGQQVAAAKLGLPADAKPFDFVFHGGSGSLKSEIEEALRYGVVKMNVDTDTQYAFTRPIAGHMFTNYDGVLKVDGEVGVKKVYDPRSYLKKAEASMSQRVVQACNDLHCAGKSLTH
# Mtb UGM inh = blocks M. tuberculosis UGM enzyme; purified UGM, fluorescence polarization probe displacement; inhibition, % at 10 µM; hit rate 0.06% among 320,000; AID 504406; in the data active = inhibition above about 10%, passing the limit was not always enough
# SARS 3CLpro inh = SARS-CoV 3CLpro protease inhibition. recombinant SARS-CoV 3CLpro, quenched FRET peptide cleavage. inhibition, % at 6 µM. hit rate 0.14% among 290,000. AID 1706; in the data active = inhibition above about 12%
# Rv3671c protease = Rv3671c (M. tuberculosis) protease inhibition; AID 2606; inhibition, % at 5.96 µM; P9WHR9; hit rate 0.048% among 320,000; in the data active = inhibition above about 38%;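 also: extracellular domain of Rv3671c used as enzyme; 0% = enzyme with DMSO and 100% = no enzyme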
# Target sequence (P9WHR9 whole entry, looked up, the tested form may be a part): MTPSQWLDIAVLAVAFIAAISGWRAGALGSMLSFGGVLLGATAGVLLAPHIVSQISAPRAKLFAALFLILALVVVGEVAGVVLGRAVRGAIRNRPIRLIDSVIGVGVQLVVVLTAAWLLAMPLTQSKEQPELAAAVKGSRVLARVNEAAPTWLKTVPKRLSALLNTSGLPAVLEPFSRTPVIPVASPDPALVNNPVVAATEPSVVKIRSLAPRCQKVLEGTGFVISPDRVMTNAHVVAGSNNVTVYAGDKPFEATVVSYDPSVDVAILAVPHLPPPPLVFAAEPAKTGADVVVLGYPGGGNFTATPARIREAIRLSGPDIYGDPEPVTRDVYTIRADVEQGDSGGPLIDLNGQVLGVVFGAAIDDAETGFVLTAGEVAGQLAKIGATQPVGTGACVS
# * hit, by the source's call; i = inactive; . = no result given; & = joins results of further samples.
Structure	GDH-TPI inh	BH1578 lux ind	Mtb BioA inh	MazEF act	SSB-PriA inh	VHR inh abs	Mtb FBA inh	Mtb UGM inh	SARS 3CLpro inh	Rv3671c protease
CC1CC1C(=O)OCC(=O)Nc1cccc([N+](=O)[O-])c1 (centres undefined)	5	-0.4	.	8	-5	14	-1	1.8	0	-1
Cn1c(N)cc(=O)n(Cc2ccccc2)c1=O	-5	-0.4	-3.2	0	1	0	0	-0.3	0	-8
COc1ccc(CCNC(=O)Cc2cc(OC)c(OC)cc2Br)cc1OC	-2	-0.4	.	1	-10	37	0	2.6	1	0
CCOC(=O)C1CCN(C(=O)C2CCN(S(=O)(=O)c3ccc4c(c3)CC(C)N4C(C)=O)CC2)CC1 (centres undefined)	3	-0.2	-0.9	4	-5	-9	0	3.1	-2	-6
O=C(CSc1nc2ccccc2o1)Nc1ccc(Cl)cc1	-5	.	-1.1	6	-8	23	4	-0.1	5	-6
COc1ccc(CC2(C)OC(c3ccc(C)c([N+](=O)[O-])c3)=NN2C(C)=O)cc1 (centres undefined)	5	-0.4	.	1	13	-19	2	1.7	0	-1
CCCCn1c(N)c(N(CC(C)C)C(=O)c2ccc(-c3ccc([N+](=O)[O-])cc3)o2)c(=O)[nH]c1=O	21	i	-0.4	3	-6	.	0	-1.6	.	4
Cc1c(Cl)cnc(NC(=O)COC(=O)CNC(=O)c2ccccc2)c1Cl	-3	0.5	17	-2	5	.	3	-0.1	.	-3
CCc1ccccc1NC(=O)C1CCCN(c2ncnc3onc(-c4ccc(F)cc4)c23)C1 (centres undefined)	5	-2.7	-0.3	14	-4	18	2	-0.1	4	2
CCOC(=O)c1ccccc1N1C(=O)C2Sc3[nH]c(=O)sc3C(/C=C/c3ccccc3)C2C1=O (centres undefined)	11	-0.7	.	9	14	-4	1	-0.2	3	-8
O=C(O)C1CCCN(C(=O)c2cccc3ccccc23)C1 (centres undefined)	7	i	-7.9	5	1	26	0	1.6	-9	2
S=C(Nc1ccc(Oc2ccccc2)cc1)NC1CCCCC1	-2	i	-2.5	8	-7	17	-1	-1.5	5	2
CCOc1ccccc1NC(=O)COc1cccnc1[N+](=O)[O-]	-6	i	1.2	3	1	.	-2	-2.8	.	0
FC(F)(F)c1nnc2n1N=C(c1ccccc1)CS2	9	i	-1.3	-1	0	27	2	-0.3	0	-3
Cc1ccc(NC(=O)C2=COCCO2)cc1S(=O)(=O)N1CCOCC1	-4	i	1.7	-1	11	.	-1	1.3	.	10
Cc1nn(-c2ccccc2)c(C)c1NC(=O)c1cccs1	7	1.5	2.4	2	-3	-10	-2	-0.1	5	-5
Cc1cc(Nc2ccc(F)c(F)c2)nc(-c2ccccc2O)n1	13	-0.3	.	11	-8	25	2	1.7	-5	4
COCCCn1c(C)nnc1SCC(=O)NCc1ccco1	-12	2.0	0.2	-2	2	9	2	-0.5	-3	-2
CCCCC1=CC2=C(c3ccco3)C(=O)C(C)(OC(=O)c3ccc(OC)cc3)C(=O)C2=CN1c1ccccc1 (centres undefined)	22	-0.6	-0.1	-21	11	11	-1	2.6	.	7
CC1=C(C(=O)N2CCOCC2)C(c2ccc(Cl)cc2)NC(=S)N1 (centres undefined)	-4	-0.3	.	-2	0	9	-1	1.9	-1	-4
Cc1ccc(NC(=O)NC2CCCCC2)cc1S(=O)(=O)N1CCOCC1	-1	-0.7	3.2	1	-7	2	-2	-3.6	5	2
CCN(CC)c1ccc(NC(=O)CN2C(=O)NC3(CCc4ccccc43)C2=O)cc1 (centres undefined)	13	i	13	6	32	.	0	-1.3	.	0
COc1ccc(C(=O)NCCCOC(C)C)cc1OC1CCN(C(C)=O)CC1	10	-0.4	5.7	1	6	34	2	0.7	3	0
O=C(COC(=O)c1cccnc1Cl)Nc1cc(S(=O)(=O)N2CCOCC2)ccc1Cl	1	i	0.0	4	3	.	-1	3.8	.	2
Cc1cc(S(=O)(=O)NC[C@H]2O[C@@H](n3ccc(N)nc3=O)[C@H](O)[C@@H]2O)c(C)s1	-5	-0.4	-0.9	5	.	.	0	.	.	.
O=C(Nc1ncccc1O)c1cccc(S(=O)(=O)NCc2ccccc2)c1	5	-0.6	-0.5	1	-3	.	-4	2.2	.	-4
O=C(Nc1ccccn1)C1CCCN1S(=O)(=O)c1ccc(Cl)cc1 (centres undefined)	-2	-1.5	-0.2	-2	-10	-17	0	0.0	-2	6
COc1ccccc1-c1noc(-c2cc(OC)c(OC)c(OC)c2)n1	-4	0.4	.	2	-9	9	0	0.2	-2	4
COc1ccc([N+](=O)[O-])cc1NC(=O)COC(=O)C12CC3CC(CC(O)(C3)C1)C2	18	-0.5	0.4	11	.	.	1	.	.	.
COc1ccccc1CNC(=O)CSc1nc(-c2ccccc2)cn1N	-5	i	1.5	-8	9	-1	5	-1.2	-5	-12

# Next section, starting with the last 7 of the part before.
# Sequence of screens: GDH-TPI inh, BH1578 lux ind, Mtb BioA inh, MazEF act, SSB-PriA inh, VHR inh abs, Mtb FBA inh, Mtb UGM inh, SARS 3CLpro inh, Rv3671c protease
> O=C(COC(=O)c1cccnc1Cl)Nc1cc(S(=O)(=O)N2CCOCC2)ccc1Cl
 : 1, i, 0.0, 4, 3, ., -1, 3.8, ., 2
> Cc1cc(S(=O)(=O)NC[C@H]2O[C@@H](n3ccc(N)nc3=O)[C@H](O)[C@@H]2O)c(C)s1
 : -5, -0.4, -0.9, 5, ., ., 0, ., ., .
> O=C(Nc1ncccc1O)c1cccc(S(=O)(=O)NCc2ccccc2)c1
 : 5, -0.6, -0.5, 1, -3, ., -4, 2.2, ., -4
> O=C(Nc1ccccn1)C1CCCN1S(=O)(=O)c1ccc(Cl)cc1 (centres undefined)
 : -2, -1.5, -0.2, -2, -10, -17, 0, 0.0, -2, 6
> COc1ccccc1-c1noc(-c2cc(OC)c(OC)c(OC)c2)n1
 : -4, 0.4, ., 2, -9, 9, 0, 0.2, -2, 4
> COc1ccc([N+](=O)[O-])cc1NC(=O)COC(=O)C12CC3CC(CC(O)(C3)C1)C2
 : 18, -0.5, 0.4, 11, ., ., 1, ., ., .
> COc1ccccc1CNC(=O)CSc1nc(-c2ccccc2)cn1N
 : -5, i, 1.5, -8, 9, -1, 5, -1.2, -5, -12
> Cc1ncc([N+](=O)[O-])n1CC(=O)NC1CCCCCC1
 : 2, -0.3, ., -2, -1, 28, 0, 0.2, -1, 11
> CC(C)C(=O)NC(c1ccc([N+](=O)[O-])cc1)c1c(O)ccc2ccccc12 (centres undefined)
 : 3, i, -0.9, 10, 2, -13, 1, 1.7, 7, -11
> COc1cccc(C(=S)N2CCOCC2)c1OS(=O)(=O)c1ccc(Cl)cc1
 : -4, -0.2, -3.5, -10, -2, 38, 5, 2.7, 2, -4
> O=C(/C=C/c1ccc[nH]1)c1ccccc1
 : 10, -0.5, ., 9, 5, 17, -5, 0.9, 3, -18
> CC(=O)Nc1ccc(-c2ccc(NC(C)=O)cc2)cc1
 : 15, i, ., -3, -4, 5, -1, -2.9, 3, -3
> Cn1c(-c2ccc(F)c(F)c2)cc2onc(-c3ccccc3)c2c1=O
 : 9, -0.8, -1.2, 1, 5, ., -2, 0.5, ., -9
> S=C(c1ccc(Br)cc1)N1CCCC1
 : 7, -6.2, -1.6, 8, 2, 16, -2, 1.6, -2, -4
> Cc1ccccc1CSCC(=O)Nc1ccccc1-c1ccccc1
 : 7, 2.6, ., -8, -66, 3, -2, 1.2, 3, 1
> O=C(c1nnsc1S(=O)(=O)c1ccc(Cl)cc1)N1CCOCC1
 : -7, -1.0, ., 1, -20, 28, 0, ., 3, .
> CC1=C(C#N)C(=O)NC(=O)/C1=C\c1ccc(-c2ccc(C)cc2[N+](=O)[O-])o1
 : 3, 0.2, ., 6, 4, 12, 1, ., 2, .
> CCOCCCNC(=O)c1ccc2c(=O)n(Cc3ccc4c(c3)OCO4)c(=S)[nH]c2c1
 : -4, i, -1.3, -1, 1, 11, 0, -0.5, -2, -10
> O=C(OCc1nnc(-c2ccccc2)o1)c1ccc(Br)o1
 : -11, -1.4, 2.5, 2, -20, ., -2, 1.4, ., -2
> COc1cccc(Cn2c(=O)ccc3ccccc32)c1
 : 3, -1.1, ., 3, 2, -11, 21, 0.3, 4, 0
> Cn1ncc([N+](=O)[O-])c1C(=O)Nc1cccc(Cl)c1
 : -9, i, -1.7, 5, 14, -6, 0, -1.0, -1, -8
> Cc1sc2nc(SCC(=O)Nc3ccccc3F)[nH]c(=O)c2c1C
 : 1, -0.4, -0.4, 13, -2, -4, -1, 2.0, -5, 4
> CN1CCN(CC(=O)Nc2nc(-c3c[nH]c4ccccc34)cs2)CC1
 : 17, i, -2.0, 1, 34, 34, -1, -0.3, -6, -2
> Cc1ccc(N=Nc2c(N)nn3c(N)c(C#N)c(C)nc23)cc1
 : 9, i, 2.1, 15, -9, 30, -11, 1.9, 0, -3
> CC(=O)c1cccc(NC(=O)NCc2ccco2)c1
 : 2, -0.3, 0.8, 5, -13, -6, 0, 2.1, -3, -3
> CCn1c(-c2cc(Br)cc(OC)c2O)nc2cc(S(=O)(=O)N(C)C)ccc21
 : -2, -0.5, 0.6, 3, 12, 32, 0, 0.1, 4, 2
> COc1ccc(Cl)cc1S(=O)(=O)N(C)CC(=O)N1CCOCC1
 : -1, -0.3, -1.1, 2, -4, 14, 5, 2.8, -5, 10
> Cc1ccc(C2CC(c3ccccc3OC(F)F)Nc3ncnn32)cc1 (centres undefined)
 : 3, -1.8, -0.4, 3, -10, 23, -2, -0.7, -1, -3
> C[C@H]1CN([C@@H](C)CO)S(=O)(=O)c2ccc(Br)cc2O[C@H]1CN(C)S(=O)(=O)c1ccccc1F
 : -1, -0.4, 0.9&-2.6, 4, ., ., 1, ., ., .
> Cc1cc(C(=O)N/N=C/c2cccs2)no1
 : 18, -0.6, -2.4, -9, ., 5, -2, 1.7, 1, -8
> Cc1nc(CC(=O)O)c(-c2ccccc2)s1
 : -6, i, -1.5, -1, -15, 7, -6, 2.9, 2, 16
> Cc1c(C(=O)NCc2ccc(C#N)cc2)sc(=O)n1Cc1ccccn1
 : 7, i, 4.7, ., ., ., 4, ., ., .
> CC(=O)N1CCc2cc(NC(=O)c3ccc(C)cc3)ccc21
 : -2, i, -0.9, 4, -1, 5, 1, -9.8, 3, 6
> CCC(Oc1ccccc1)C(=O)N(Cc1ccccc1)c1ccccn1 (centres undefined)
 : 5, -0.2, ., -2, -7, -11, 0, -3.9, -1, -4
> CCC(Oc1ccccc1)C(=O)NCCOC (centres undefined)
 : 2, -0.4, ., -5, -19, 1, -1, 0.2, 1, 0
> CCOC(=O)C1=C(C)Nc2nc3ccccc3n2C1c1ccccc1 (centres undefined)
 : 20, -4.3, -1.3, 0, 5, 0, 4, -0.3, 0, -5
> COc1cc(-c2nnc(NC(=O)CS(=O)(=O)c3ccc(C)cc3)o2)cc(OC)c1OC
 : 2, 1.4, -0.3, -1, 25, ., 1, 2.9, ., -7
> CCCCN1C(=O)N(C)C2NC(=S)NC21 (centres undefined)
 : 4, -0.4, 0.6, 1, -1, -2, -2, -0.3, 1, 4
> c1ccc(-c2cn(CC3CCCCC3)nn2)cc1
 : 7, 4.0, -1.8, 2, -34, 13, 3, 1.4, -2, -6
> Cc1ccc(CNC(=O)C2CC(c3ccc(C(F)(F)F)cc3)=NO2)o1 (centres undefined)
 : 2, -0.3, -0.8, -7, -3, 11, -4, 3.3, ., -11

# The list is partial (hit frequency here may not be typical).
